S2 tox: cell viability loss in ATXN counter-screen | S2 cells (HEK-293 line with an ATXN2-luciferase reporter) viability, CellTiter-Fluor protease fluorescence, 24 h | Potency, µM (titrated, usually from 56.7 µM), hits mostly cytotoxic | actives 0.49% (n = 400,000) | AID 651635; active = well fitted cell-killing curve with a large enough effect; inconclusive = small, poorly fitted or top-dose-only effect, or effect the other way; inactive = no such curve, though single readings can be large or run the other way; note: nearly all actives have a fitted effect of over 40% in size
Active calls of the source: *; i = inactive; ? = inconclusive; ! = not active in a repeat. Potency is the fitted concentration of half-maximal effect.

SMILES	S2 tox
CCC1CN(Cc2cn[nH]c2-c2ccc(OC)cc2)Cc2cc(OC)ccc2O1 (stereo not given)	i
COCc1c(C(=O)NC2CCOC(C)(C)C2)cnn1-c1nccc(-c2cccs2)n1 (stereo not given)	i
Oc1cccc2[nH]ccc12	i
COc1ccc(-n2ccc(-c3sc(NCc4cc(OC)c5c(c4)OCO5)nc3C)n2)cc1	i
C=C(C)[C@H]1CC[C@]2(C(=O)O)CC[C@]3(C)[C@@H](CC[C@H]4[C@@]5(C)CC[C@@H](O)C(C)(C)[C@@H]5CC[C@@]43C)[C@H]12	i
CC(COc1ccccc1)NN (stereo not given)	i
COCc1ccc(CN2CCOc3ccc(C4=CCCCC4)cc3C2)o1	i
CCN1CCN(C(=O)c2cc(NC(=O)COC)cc3nc(-c4ccncc4)n(C)c23)CC1	i
COc1cccc(O)c1CN1CCC2(CC1)c1ccccc1[C@@H](NC(=O)c1ccsc1)[C@@H]2OC	i
COc1cc(=O)n2c(c1C(=O)N(C)Cc1cscn1)CCN(C(=O)c1cccc(C)c1C)CC2	i
OC1(c2cccnc2)CCN(Cc2ccc3c(c2)CN(Cc2cccc4nccnc24)CCO3)CC1	i
CN(Cc1ccco1)Cc1cc(-c2ccnc3cc(Cl)ccc23)ccc1O	i
CCC1(C2CCN(Cc3cc4ccccc4o3)CC2)NC(=O)N(CC2COc3ccccc3O2)C1=O (stereo not given)	i
O=C(Cn1cncn1)N1CCOc2ccc(CN3CCN(c4ccccc4)CC3)cc2C1	i
COC(=O)[C@@H]1CCCN1Cc1ccc2c(c1)CN(Cc1ccc3c(c1)OCCO3)CCO2	i
O=CN1CCCN(C(=O)c2cc(NC(=O)c3ccccc3)cc3ncn(C4CCCC4)c23)CC1	i
COc1nc(N)nc2c1ncn2[C@@H]1O[C@H](CO)[C@@H](O)[C@@H]1O	i
Cc1ccc(CN2C[C@H](Sc3ccccn3)C[C@H]2C(=O)Nc2ccc3sc(C)nc3c2)s1	i
CN1N=C(C(=O)N2CCOc3ccc(CN4CCCC(C(=O)c5cccnc5)C4)cc3C2)CCC1=O (stereo not given)	i
Cc1ccc(C)c(CN2C[C@H](Sc3nc4ccccc4[nH]3)C[C@H]2C(=O)N2CCCN(C)CC2)c1	i
CCCCCC[C@@H](CCC)C(=O)O	i
Cc1ccc2ccc(Cl)cc2n1	i
CCC1C(=O)NCCN1Cc1ccc2c(c1)CN(Cc1cccn1-c1ccc(Cl)cn1)CCO2 (stereo not given)	i
CCOC(=O)C1CCCCN1C(=O)c1ccc(-n2cc(NC(=O)c3cccnc3)cn2)cc1 (stereo not given)	i
CCOC(=O)C1CCCCN1C(=O)c1cnn(-c2nccc(-c3cc(C)sc3C)n2)c1C1CC1 (stereo not given)	i
Cc1ncc2c(c1CNC(=O)c1cncs1)CCN(C(=O)c1csc(-c3cccs3)n1)C2	i
COc1cc2c(cc1OC)CN(C(=O)[C@H](C)N[C@@H](CCc1ccccc1)C(=O)O)[C@H](C(=O)O)C2	i
O=C1CC2(CCCC2)CC(=O)N1CCNCC1COc2ccccc2O1 (stereo not given)	i
COCc1c(C(=O)NCC2CCCN(C)C2)cnn1-c1ncc2c(n1)-c1ccccc1CCC2 (stereo not given)	i
Cc1cc(C(=O)NCC2CCC3(CCN(Cc4ccc(-c5ccccc5)cc4)CC3)O2)n(C)n1 (stereo not given)	i
COCC(=O)Nc1cc(C(=O)N2CC3CCCC2C3)c2c(c1)nc(-c1ccncc1)n2C (stereo not given)	i
Cc1nc2ccc(C(=O)N3CCOc4ccc(CN5CCOCC5)cc4C3)cc2nc1C	i
Cc1csc(CN(C)C(=O)c2sc3ncnc(NCC4CCCO4)c3c2C)n1 (stereo not given)	i
COc1ccc(OC)c(C(=O)N2CCc3c(cnc(C)c3CNS(=O)(=O)N(C)C)C2)c1	i
C#Cc1cccc(Nc2ncnc3cc(OCCOC)c(OCCOC)cc23)c1	?
CO[C@H]1[C@H](NC(=O)C(C)C)c2ccccc2C12CCN(Cc1cnc(N(C)C)s1)CC2	i
COc1cc(=O)n2c(c1C(=O)NC(C)c1ccco1)CCN(C(=O)c1cccc(C)c1)CC2 (stereo not given)	i
Cc1ccc2c(c1)CN(CCNC(=O)c1ccc3nc(C)[nH]c3c1)CC(C)O2 (stereo not given)	i
COc1ccc(N2C(=O)[C@@H]3C[C@H]2CN3Cc2ccc3nccnc3c2)cc1Cl	i
N#Cc1cc(NC(=O)C(=O)O)c(Cl)c(NC(=O)C(=O)O)c1	i
COc1cccc(C(=O)N2CCCC(c3nc(SCCN4CCOCC4)ncc3C)C2)c1 (stereo not given)	i
NC(=O)C1CCCN(Cc2ccc3c(c2)CN(Cc2cn[nH]c2-c2ccc(F)cc2)CCO3)C1 (stereo not given)	i
COC(=O)[C@@H]1CCCN1Cc1ccc2c(c1)CN(Cc1cccn1-c1ncccn1)CCO2	i
CC(C)C[C@H](NC(=O)CNC(=O)[C@H](Cc1ccc(O)cc1)NC(=O)[C@H](CO)NC(=O)[C@H](Cc1c[nH]c2ccccc12)NC(=O)[C@H](Cc1cnc[nH]1)NC(=O)[C@@H]1CCC(=O)N1)C(=O)N[C@@H](CCCN=C(N)N)C(=O)N1CCC[C@H]1C(=O)NCC(N)=O (stereo in doubt)	i
COc1ccccc1N1CCN(c2nc(CNC(=O)c3sc(C)nc3C)nc3ccccc23)CC1	?
Cc1oc(-c2ccccc2NC(=O)C2CCC2)nc1CNC(=O)c1c(F)ccc(F)c1F	?
COc1cc(CN2C(=O)CC[C@@H]3CN(Cc4ccccn4)CC[C@@H]32)cc(OC)c1OC	i
CN1CCN(CCCN2c3ccccc3Sc3ccccc32)CC1	?

Three structures already listed, ordered by heavy-atom count, rising:
SMILES	S2 tox
N#Cc1cc(NC(=O)C(=O)O)c(Cl)c(NC(=O)C(=O)O)c1	i
Cc1oc(-c2ccccc2NC(=O)C2CCC2)nc1CNC(=O)c1c(F)ccc(F)c1F	?
COC(=O)[C@@H]1CCCN1Cc1ccc2c(c1)CN(Cc1cccn1-c1ncccn1)CCO2	i

Next section
SMILES	S2 tox
CO[C@]1(NC(=O)Cc2cccs2)C(=O)N2C(C(=O)O)=C(COC(N)=O)CS[C@H]21	i
CCc1nc2cc(C(=O)N(C)CC3CCCN(C)C3)cc(NC(=O)c3ccccc3OC)c2n1C (stereo not given)	i
O=S(=O)(/C=C/c1ccccc1)N1CCC(n2c(C3CCCO3)nc3cccnc32)CC1 (stereo not given)	i
CC(C)Cc1ccc(CC(=O)O)cc1	i
Cc1ccc(CNc2nc(CN3CCSCC3)nc3ccccc23)o1	i
Cc1cc(C(=O)NCC2CCC3(CCN(Cc4cc(F)ccc4F)CC3)O2)n(C)n1 (stereo not given)	i
Cc1cccc(C)c1NC(=O)CC12CCCN1CCC2	i
COc1ccc(-c2ccc(C(=O)N(C)Cc3csc(C)n3)c(N3CCC(N4CCc5ccccc5C4)CC3)n2)cc1	i
O=C1CCN(Cc2ccc(-c3ccccc3)cc2)CCN1Cc1ccccn1	i
CN1CCN(N)CC1	i
CCN1CCN(C(=O)N[C@H](C(=O)N[C@@H]2C(=O)N3C(C(=O)O)=C(CSc4nnnn4C)CS[C@@H]23)c2ccc(O)cc2)C(=O)C1=O	i
COC(=O)[C@@H]1C[C@H](NC(=O)c2ccccc2C(F)(F)F)CN1Cc1cccc(O)c1	i

Some of the entries so far, bar-delimited.
molecule | S2 tox
Cc1cccc(C)c1NC(=O)CC12CCCN1CCC2 | i
COc1ccc(-c2ccc(C(=O)N(C)Cc3csc(C)n3)c(N3CCC(N4CCc5ccccc5C4)CC3)n2)cc1 | i
O=C1CCN(Cc2ccc(-c3ccccc3)cc2)CCN1Cc1ccccn1 | i

(cont.)
SMILES	S2 tox
O=C(c1ccc(F)c(F)c1)N1CCOc2ccc(CN3CCN(CCO)CC3)cc2C1	i
Cc1ccc2[nH]c(C(=O)N3CCc4c(cnc(C)c4CNC(=O)c4ccccc4F)C3)cc2c1	i
Cc1nc2n(c(=O)c1CCN1CCC(c3noc4cc(F)ccc34)CC1)CCC[C@H]2O	i
O=C(O)c1cccc(/C=C2/C[C@@H]3[C@@H](/C=C/[C@@H](O)C4CCCCC4)[C@H](O)C[C@@H]3O2)c1	i
Cc1ccc(-c2ccccc2C#N)cc1	i
Cc1cc2c(c(-c3cnccn3)c1)OC(CNC(=O)C1CCCN(C)C1)C2 (stereo not given)	i
O=C(Cc1ccc2c(c1)OCO2)N1CCOc2ccc(CN3CCOCC3)cc2C1	i
CC(C)c1c(C(=O)N2CCCCC2c2cccnc2)cnn1-c1nccc(-c2cccs2)n1 (stereo not given)	i
COC(=O)c1cc(CNC(=O)c2cccc(C)c2)cc(NC(=O)c2ccncc2)c1	?
Nc1c(CC(=O)O)cccc1C(=O)c1ccccc1	?
CSc1ncccc1C(=O)N1CCOc2ccc(C(C)(O)CCn3cccn3)cc2C1 (stereo not given)	i
COc1ccc(-n2c(CCNC(=O)c3ccc(-c4cccc(F)c4)cc3)nnc2SC)cc1	i
COc1ccc(-n2c(CNC(=O)c3cc(C(F)(F)F)ccc3Cl)nnc2SC)cc1	i
O=C(O)CCCCC(=O)O	i
CCCc1nc2cccnc2n1C1CCN(C(=O)Cn2nccc2C)CC1	i
Cc1cc(C(=O)Nc2cccc(-c3nc(CNC(=O)c4ccccc4C(F)(F)F)c(C)o3)c2)c(C)o1	i
Cc1cc2c(c(-c3cnccn3)c1)OC(CNC(=O)c1c(F)cccc1Cl)C2 (stereo not given)	i
CN(CCCN1c2ccccc2CCc2ccccc21)CC(=O)c1ccc(Cl)cc1	i
Cc1ccc2c(Br)cc(Br)c(O)c2n1	?
Cc1cnc(SCC2CCCO2)nc1C1CCCN(C(=O)c2ccc(S(N)(=O)=O)cc2)C1 (stereo not given)	i
CCCCCCCC(=O)[O-].CCCCCCCC(=O)[O-].[Zn+2]	i
COC(=O)N[C@H](C(=O)N[C@@H](Cc1ccccc1)[C@@H](O)CN(Cc1ccc(-c2ccccn2)cc1)NC(=O)[C@@H](NC(=O)OC)C(C)(C)C)C(C)(C)C	i
Cc1c(C(=O)NN2CCCCC2)nn(-c2ccc(Cl)cc2Cl)c1-c1ccc(Cl)cc1	i
COc1cc(C)c(CN2CCc3nnc(C(C)NC(=O)c4cccnc4)n3CC2)cc1C (stereo not given)	i
COc1cc(=O)n2c(c1C(=O)N(C)Cc1nccs1)CCN(Cc1c(F)ccc(F)c1F)CC2	i
CCCCOC(=O)CC(CC(=O)OCCCC)(OC(C)=O)C(=O)OCCCC	i
CC1(C)S[C@@H]2[C@H](NC(=O)C3(N)CCCCC3)C(=O)N2[C@H]1C(=O)O	i
Cc1ncc(COP(=O)(O)O)c(C=O)c1O	i
CCn1c(-c2ccccc2F)nc2cc(C(=O)NC(c3ccccn3)C(F)(F)F)cc(NC(C)=O)c21 (stereo not given)	i
CCCCCCCCCCCCCC[N+](C)(C)C	?
O=C(NCCN1CCOCC1)c1cnn(-c2nccc(-c3ccccc3F)n2)c1C1CC1	i
N[C@@H](CCC(=O)N[C@@H](CS)C(=O)NCC(=O)O)C(=O)O	i
CCc1nc2cc(C(=O)N[C@H]3CCCCNC3=O)cc(NC(=O)c3ccccc3OC)c2n1C	i
COc1cc(=O)n2c(c1C(=O)N(C)Cc1nonc1C)CCN(Cc1ccccc1F)CC2	i
Cc1ccc(C(=O)Nc2cccc(-c3nc(CNC(=O)C4(C)CC4)c(C)o3)c2)s1	i
O=C1O[C@H]2[C@H](O)[C@@H]1OC(O)[C@H]2O (stereo not given in full)	i

Of the compounds above, these contain a CF3 group.
SMILES	S2 tox
COC(=O)[C@@H]1C[C@H](NC(=O)c2ccccc2C(F)(F)F)CN1Cc1cccc(O)c1	i
COc1ccc(-n2c(CNC(=O)c3cc(C(F)(F)F)ccc3Cl)nnc2SC)cc1	i
Cc1cc(C(=O)Nc2cccc(-c3nc(CNC(=O)c4ccccc4C(F)(F)F)c(C)o3)c2)c(C)o1	i
CCn1c(-c2ccccc2F)nc2cc(C(=O)NC(c3ccccn3)C(F)(F)F)cc(NC(C)=O)c21 (stereo not given)	i

Entries shown so far that have a cyano group:
SMILES	S2 tox
N#Cc1cc(NC(=O)C(=O)O)c(Cl)c(NC(=O)C(=O)O)c1	i
Cc1ccc(-c2ccccc2C#N)cc1	i

Later entries
SMILES	S2 tox
C[C@@H]1CN(Cc2ccc3c(c2)CN(Cc2cccc4c2OCO4)CCO3)C[C@H](C)O1	i
CCCCCCCCCCCCSCCOCCO	i
c1ccc2sc(-c3cc4c(c(OC5CCOC5)c3)OCCN(Cc3cccn3-c3nccs3)C4)nc2c1 (stereo not given)	i
COc1ccc(CN2CCCC(c3nc(-c4ccncc4)ncc3-c3ccccc3)C2)c(OC)c1OC (stereo not given)	i
CCNC(=O)[C@@H]1CCCN1C(=O)[C@H](CCCN=C(N)N)NC(=O)[C@H](CC(C)C)NC(=O)CNC(=O)[C@H](Cc1ccc(O)cc1)NC(=O)[C@H](CO)NC(=O)[C@H](Cc1c[nH]c2ccccc12)NC(=O)[C@H](Cc1cnc[nH]1)NC(=O)[C@@H]1CCC(=O)N1	i
CN=C(NC#N)NCCSC[C@H]1N=CN=C1C	i
c1cncc(OC2CCN(Cc3ccc4c(c3)CN(Cc3ccc5c(c3)OCCO5)CCO4)CC2)c1	i
COc1ccc(CCC(C)=O)cc1	i
CCC(=O)O[C@H]1[C@H](O[C@@H]2[C@@H](C)[C@H](O[C@H]3C[C@@](C)(OC)[C@@H](O)[C@H](C)O3)[C@@H](C)C(=O)O[C@H](CC)[C@@](C)(O)[C@H](O)[C@@H](C)C(=O)[C@H](C)C[C@@]2(C)O)O[C@H](C)C[C@@H]1N(C)C	15.8µM*!
Nc1ccc(C(=O)OCC(O)CO)cc1 (stereo not given)	i
Cc1cccc(CNC(=O)c2cnn(-c3nccc(-c4ccccc4C(F)(F)F)n3)c2C)n1	i
COc1ccc(CN2CCOc3ccc(C(O)c4cccnc4)cc3C2)c(F)c1 (stereo not given)	i
CC(=O)N1CCN(c2ccc(O)cc2)CC1	i
Nc1ccc(S(=O)(=O)Nc2ccccc2)cc1	i
COc1ccccc1-c1ccnc(-n2ncc(C(=O)N3CCN(C(C)C)CC3)c2-c2ccco2)n1	i
COc1cc(-c2cccnc2)cc2c1OCCN(C(=O)Cc1csc(C)n1)C2	i
Cc1ccccc1C1(CC(=O)N2CCCCC2c2cccnc2)CC(=O)N(C2CCCC2)C1=O (stereo not given)	i

Compound activity from PubChem BioAssay.

Some of the compounds tested; count on the stated rates, not on these rows.
